Screening data from PubChem.
N-glyco inh: N-linked glycosylation inhibition | D54 ERlucT glycosylation luciferase reporter, 24 h; percent of 100 nM tunicamycin response | reporter increase, % at 12.5 µM | hit rate 0.23% among 360,000;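 active = mean luciferase reporter signal, scaled so untreated is 0 and the glycosylation-blocking control 100, at or above a set limit in every replicate; inconclusive = mean reaches the limit but not every replicate does; inactive = mean below the limit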;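 note: luciferase carries N-glycosylation sites so blocking glycosylation raises the light; 0% = median of neutral control wells and 100% = median of 100 nM tunicamycin wells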
ABHD5 PLIN5 PPI: blocks binding of human ABHD5 to perilipin-5. Split G. princeps luciferase complementation, luminescence, 4 h. hit rate 0.78% among 360,000. Q00G26+Q8WTS1. inhibition, % at 4 µM;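 active = inhibition above the mean inhibition across every tested compound plus 3 SD, cut at about 22% in these data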;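 note: 0% = DMSO only wells and the 100% control is not disclosed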
Target sequence (Q00G26 whole entry, looked up): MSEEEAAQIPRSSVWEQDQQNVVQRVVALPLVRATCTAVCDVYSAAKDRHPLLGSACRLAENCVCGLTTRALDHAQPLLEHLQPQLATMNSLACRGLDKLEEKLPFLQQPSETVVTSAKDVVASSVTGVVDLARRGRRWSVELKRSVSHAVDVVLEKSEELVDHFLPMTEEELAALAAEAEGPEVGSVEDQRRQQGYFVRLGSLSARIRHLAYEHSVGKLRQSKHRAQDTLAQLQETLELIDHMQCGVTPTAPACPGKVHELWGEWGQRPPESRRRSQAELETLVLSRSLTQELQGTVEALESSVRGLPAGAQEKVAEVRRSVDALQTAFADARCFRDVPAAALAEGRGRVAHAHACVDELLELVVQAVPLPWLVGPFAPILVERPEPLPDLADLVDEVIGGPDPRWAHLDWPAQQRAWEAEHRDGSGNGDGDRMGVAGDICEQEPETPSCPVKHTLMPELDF
Target sequence (Q8WTS1 whole entry, looked up): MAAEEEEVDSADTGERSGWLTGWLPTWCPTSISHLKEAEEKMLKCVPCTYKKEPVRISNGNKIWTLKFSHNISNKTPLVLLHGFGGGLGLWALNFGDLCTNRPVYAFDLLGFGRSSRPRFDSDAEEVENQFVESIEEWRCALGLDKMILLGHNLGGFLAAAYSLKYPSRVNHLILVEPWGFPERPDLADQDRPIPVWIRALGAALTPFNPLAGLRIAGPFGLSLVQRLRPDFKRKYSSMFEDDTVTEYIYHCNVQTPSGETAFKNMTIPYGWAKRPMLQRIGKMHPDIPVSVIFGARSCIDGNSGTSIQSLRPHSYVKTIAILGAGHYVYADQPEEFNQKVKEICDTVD
MC4R antag cAMP: antagonists of human melanocortin 4 receptor (MC4R) | inhibition, % at 6.5 µM | AID 540295 | hit rate 0.48% among 360,000 | MC4R-expressing cells, MTII-stimulated cAMP, LANCE TR-FRET;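 active = inhibition above its plate's cutoff, the mean of tested wells on that plate plus 3 SD, cut at about 29% in these data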;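 note: 0% = Melanotan II alone and 100% = Melanotan II plus saturating MCL0020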
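Material: U2OS-MC4R stable cell line | Reagent: Melanotan II challenge after compound preincubation | Doses: One concentration, 6.5 µM nominal | Incubation: 30-min compound preincubation, 1-h Melanotan II challenge, 1-h detection, room temperature | Signal: TR-FRET cAMP assay | Replicates: One well per compound, no replicates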
Exocytosis inh: blocks lytic granule exocytosis; TALL-104 LAMP-1 surface exposure, flow cytometry; cells stimulated with thapsigargin and PMA; inhibition, % at 10 µM; hit rate 0.66% among 360,000; AID 651702;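 active = inhibition above about 55%, limit read from the data; inconclusive = no clear call, values can overlap the other calls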
HTR2A ag: activates the mouse 5-HT2A serotonin receptor; activation, % at 7.6 µM; CHO-K1 mHTR2A beta-arrestin complementation, luminescence; percent of 30 µM serotonin response; hit rate 0.66% among 360,000;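 active = activation above a run cutoff, the mean activation of all tested compounds plus 3 SD, cut at about 14% in these data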;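 note: 0% = plate median of compound wells and 100% = 30 µM serotonin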
CaV13 FRET inh: Primary screen for inhibitors of IQ motif and Ca2+-dependent inactivation inhibitor domain binding in CACNA1D, Förster resonance energy transfer in living cells, …. inhibition, % at 12.3 µM. HEK cells, CFP/YFP FRET ICDI-IQ, plate reader, 10 min; percent FRET-ratio fall versus neutral wells. hit rate 0.098% among 340,000;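 active = mean replicate inhibition of at least 30% and at least 1% of replicates passing that level; inconclusive = only one of the two criteria is met; inactive = neither criterion is met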;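 note: 0% = median of the neutral control wells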
ABCB6 inh 2: human ABCB6 transporter inhibition. Q9NP58. K562-ABCB6 porphyrin accumulation, flow cytometry, 1 h; stronger effect = lower value. fluorescence ratio to DMSO, % at 10 µM. hit rate 0.19% among 360,000;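 active = fluorescence ratio to DMSO below 75%, the collection mean minus 3 SD; inconclusive = too few cells collected in the well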;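 note: signal is porphyrin accumulated inside mitochondria; 100% equals median channel fluorescence of DMSO control wells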
MC4R barr agon: agonists of human melanocortin 4 receptor (MC4R) beta-arrestin. AID 540308. U2OS MC4R beta-arrestin complementation, luminescence; percent of melanotan II response, DMSO zero. hit rate 0.98% among 360,000. activation, % at 8.9 µM. P32245;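 active = activation above a per-plate cutoff, the mean activation of sample wells on that plate plus 3 SD, cut at about 8% in these data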
PDI turbidity: inhibitors of human protein disulfide isomerase | P07237 | PDI insulin aggregation turbidity, A650, 90 min | inhibition, % at 10 µM | hit rate 0.052% among 350,000 | AID 588391;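 active = mean inhibition across replicates of 30% or more, whatever share of single replicates reach that level; inconclusive = mean inhibition below 30% while every single replicate reaches 30%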;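 note: absorbance from insulin aggregation driven by PDI reduction with DTT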
Cardio protect: modulators protecting cardiomyocytes from myocardial damage; protection from H2O2 cell death, % at 20 µM; hit rate 0.63% among 360,000; AID 588492; H9c2 cardiomyocytes, H2O2 injury protection, ATPLite, 2 h;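 active = compounds giving at least 50% protection of heart cells from peroxide-induced death in the single-dose screen, raw or plate-pattern-corrected value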;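 note: 0% = DMSO wells with peroxide and 100% = DMSO wells without peroxide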
* = called active by the depositor; ? = inconclusive; nt = not tested or not shown. This is a random part of the collection (roughly 4.2% active in at least one column).

SMILES | N-glyco inh | ABHD5 PLIN5 PPI | MC4R antag cAMP | Exocytosis inh | HTR2A ag | CaV13 FRET inh | ABCB6 inh 2 | MC4R barr agon | PDI turbidity | Cardio protect
C[C@H](NC(=O)c1nc[nH]c1C(=O)N[C@@H](CCCCN)C(=O)OC(C)(C)C)C(=O)OCc1ccccc1 | 3.6 | 1.4 | 2.1 | 0.0 | -5.8 | -10.2 | 99.0 | -0.2 | 4.2 | 3.0
CCc1ccc(-c2cc(C(=O)Nc3c(C)n(C)n(-c4ccccc4)c3=O)c3ccccc3n2)s1 | 0.1 | 2.8 | 10.0 | -2.2 | 0.7 | -7.8 | 94.0 | -0.9 | -4.6 | 25.9
COCCNC(=O)c1cnn2c(C(F)(F)F)cc(-c3ccc(C)cc3)nc12 | -1.5 | -2.4 | 12.3 | -3.2 | -4.7 | -3.7 | 89.0 | -1.2 | -4.4 | 3.1
CCOc1cccc(-c2c(C(=O)N/N=C/c3ccncc3)nnn2-c2nonc2N)c1 | 3.8 | 9.4 | 1.8 | 13.0 | 7.0 | -7.2 | 97.0 | -2.8 | -10.8 | 17.5
CCOC(=O)C1=C(C)NC(=O)C(C(N)=O)C1c1ccccc1 (centres undefined) | 3.4 | 1.7 | 16.3 | -0.3 | 4.8 | -5.5 | 98.0 | -1.3 | -0.8 | 1.0
COc1ccc(N2CCN(CCCNC(=O)c3ccc(CS(=O)(=O)c4ccc(Cl)cc4)o3)CC2)cc1 | -6.0 | -2.8 | 2.8 | 0.0 | -14.5 | -2.1 | 99.0 | -3.0 | 9.2 | 3.0
Cc1cc(C)nc(SCC(=O)N/N=C/c2cccn2-c2ccc(O)cc2)n1 | -2.7 | -0.7 | 0.9 | 1.3 | -0.9 | -5.3 | 96.0 | -1.6 | 6.2 | 3.2
CCOc1cccc(N)c1 | 1.7 | 7.8 | 6.5 | 1.3 | -9.4 | nt | 95.0 | 0.0 | nt | 0.9
CCc1nc(Nc2cc(OC)ccc2OC)c2oc3ccccc3c2n1 | -2.7 | 0.3 | 3.4 | 4.8 | 13.2 | -1.7 | 93.0 | 10.2* | 0.6 | 4.2
COc1cc2c(cc1OC)C1(NCC2)C(=O)Nc2ccccc21 (centres undefined) | 2.1 | -8.7 | -2.4 | -2.2 | 3.7 | -5.5 | 90.0 | -0.6 | -1.1 | 7.8
S=c1nc(-c2ccccc2)n(CCN2CCOCC2)c2c1CCCC2 | 0.6 | -3.0 | 4.9 | 0.5 | 2.1 | -9.2 | 97.0 | 1.7 | -1.9 | 1.3
O=C(NCC1CCCN1S(=O)(=O)c1cccs1)c1ccc(F)cc1 (centres undefined) | 0.7 | 4.9 | 5.6 | -5.8 | -2.8 | -14.6 | 482.0 | -0.4 | -5.8 | 3.2
COc1ccc(C(=O)NCc2cn3ccsc3n2)cc1OC | -3.1 | 5.5 | -3.6 | -6.7 | -2.6 | -3.4 | 99.0 | 0.4 | nt | 15.9
COc1ccc(OC)c(NC(=O)CSc2n[nH]c(-c3cccnc3)n2)c1 | 1.8 | 4.7 | -1.4 | -3.6 | -0.7 | -3.4 | 97.0 | 0.0 | -7.7 | -2.8
O=C(N/N=C/c1ccco1)c1cccc(NC(=O)c2cccc(Cl)c2)c1 | -0.4 | 10.3 | -2.1 | 9.6 | -5.1 | -1.0 | 104.0 | 3.0 | -1.4 | 15.1
C=CCc1ccc(OCCOc2ccc(/C=N/n3cnnc3)cc2OCC)c(OC)c1 | 1.5 | 11.1 | -6.6 | 5.5 | 1.2 | nt | 95.0 | 7.6 | 3.8 | 18.8
C#CCNC(=O)C[C@@H]1C[C@@]2(C(=O)OCC)CCC=C2N(Cc2cccc3ccccc23)C1=O | nt | 3.8 | nt | -1.7 | -0.8 | -1.5 | 98.0 | nt | nt | nt
CC(OC(=O)c1cccc(S(=O)(=O)N(C)C)c1)C(=O)NCc1ccc2c(c1)OCO2 (centres undefined) | 3.0 | 2.4 | 4.0 | 0.7 | 10.4 | -6.3 | 101.0 | -1.5 | 14.5 | -2.6
Cn1c(/C(C#N)=C(\O)c2ccc(Cl)s2)nc2ccccc21 | 0.8 | -6.7 | 6.3 | 1.1 | 0.5 | -17.6 | 99.0 | -1.9 | -4.4 | 0.8
Cc1cc(=O)n2nc(N3CCC(C(=O)NCc4cccc(Cl)c4)CC3)sc2n1 | -0.8 | 5.2 | 4.6 | -0.8 | 6.1 | -7.4 | 100.0 | -1.2 | -16.6 | -7.1
CCOc1ccc(CNS(=O)(=O)c2ccc(-c3ccc(=O)[nH]n3)o2)cc1OC | 1.2 | -2.8 | -4.2 | -0.3 | 4.6 | -3.4 | 94.0 | -1.9 | 2.7 | 3.8
CCc1nnc(NC(=O)c2cccc(S(=O)(=O)N(C)c3ccccc3)c2)s1 | 2.5 | 5.2 | 7.0 | -4.1 | 0.1 | -4.9 | 92.0 | 0.9 | -3.4 | 9.7
COc1cccc(NC(=O)CCP(C)(=O)O)c1 | 3.6 | -5.5 | 8.3 | -2.3 | -2.9 | nt | 101.0 | 0.9 | -7.2 | 1.6
CCN(CC)CCCNc1cc(C)c(C#N)c2nc3ccccc3n12 | 42.8* | 12.9 | -6.0 | -14.1 | 1.4 | -12.2 | 79.0 | -2.9 | -2.0 | 12.5
CCCCCn1cnnc1SCC(=O)c1ccc2c(c1)OCO2 | 0.6 | 0.8 | -0.5 | 3.0 | -3.5 | -5.7 | 102.0 | -0.7 | -2.2 | -1.8
CC(=O)c1ccc(N2CCN(C(=O)c3ccc4c(c3)OCO4)CC2)cc1 | nt | 0.2 | -1.3 | -3.0 | 5.6 | -3.5 | 95.0 | -3.6 | -0.9 | -5.2
CCOC(=O)CCC(NC(=O)CC(=O)NC(CCC(=O)OCC)C(=O)OCC)C(=O)OCC (centres undefined) | 1.6 | -0.8 | 14.2 | -4.6 | -2.1 | 0.9 | 95.0 | -0.4 | 2.9 | -3.0
O=C1CC2(CCN(C(=O)COc3ccc(F)cc3)CC2)Oc2ccccc21 | -3.1 | -4.8 | 2.3 | -6.3 | 2.7 | -5.5 | 94.0 | -0.2 | -1.9 | 11.0
CC(=O)Oc1ccc(-c2ccc(C(=O)O)cc2)cc1 | 1.5 | 0.9 | 2.5 | -0.1 | 0.8 | -0.8 | 96.0 | 0.2 | -0.2 | 9.2
COc1cc(C(=O)Nc2ccc(S(=O)(=O)N3CCCCC3)cc2)ccc1OCC(=O)N1CCOCC1 | -0.1 | -2.2 | 6.9 | -2.6 | 6.1 | -5.7 | 100.0 | -0.3 | 0.6 | -5.0

Individual results from the results shown:
For HTR2A ag, `Cc1cc(=O)n2nc(N3CCC(C(=O)NCc4cccc(Cl)c4)CC3)sc2n1` has 6.1
For ABCB6 inh 2, `C=CCc1ccc(OCCOc2ccc(/C=N/n3cnnc3)cc2OCC)c(OC)c1` has 95.0

(continued)
SMILES | N-glyco inh | ABHD5 PLIN5 PPI | MC4R antag cAMP | Exocytosis inh | HTR2A ag | CaV13 FRET inh | ABCB6 inh 2 | MC4R barr agon | PDI turbidity | Cardio protect
CNc1cncc(-c2ccc(CN(C)C)cc2)n1 | -1.2 | 0.2 | 1.6 | -5.9 | 10.2 | -5.7 | 100.0 | -0.7 | -4.0 | 2.2
COCCn1nc2cc(C(=O)NCc3cc(C(F)(F)F)cc(C(F)(F)F)c3)ccc2c1OC | 1.9 | -4.6 | 12.5 | -3.2 | -9.0 | -12.2 | 99.0 | 0.7 | 1.8 | -5.8
COc1ccc(CCNC(=O)C2CCN(C(=O)c3ccc(Br)cc3)CC2)cc1 | -0.4 | 8.3 | 12.2 | 0.3 | 0.1 | 6.5 | 99.0 | -2.2 | -1.3 | 3.7
Cc1ccc(S(=O)(=O)NC(C)C(c2cccs2)N2CCN(c3ccccc3)CC2)cc1 (centres undefined) | -3.5 | -1.3 | 1.9 | 5.4 | -9.6 | -9.1 | 100.0 | 0.7 | nt | -10.2
CNc1cc(-c2ccc(O)cc2C)ncn1 | 2.9 | 6.8 | -0.2 | 14.3 | -0.9 | -4.9 | 98.0 | -1.4 | 11.5 | 1.5
COc1cc(C(C)=O)ccc1OCC(O)CN1CCN(c2ccc(C)cc2C)CC1 (centres undefined) | -1.4 | -1.3 | 13.4 | 12.2 | -8.3 | -4.5 | 96.0 | 0.4 | -7.9 | -0.9
Cc1ccc(C(=O)CSc2nnc(COc3cccc(C)c3)o2)cc1 | -0.6 | 0.2 | 3.6 | 2.3 | -6.7 | -5.5 | 96.0 | 0.1 | -4.8 | -9.8
COc1cc(CN2C(=O)C(Cc3ccccc3)ON=C2c2ncccc2C)cc(OC)c1 (centres undefined) | 0.6 | -9.5 | 16.3 | -4.1 | 6.9 | ? | 99.0 | 2.8 | -2.1 | 1.3
O=C(COC(=O)c1ccc2c(=O)n3c(nc2c1)CCC3)NC1CCS(=O)(=O)C1 (centres undefined) | 0.7 | 7.3 | -8.0 | -4.1 | 5.0 | -2.4 | 94.0 | -0.7 | 4.6 | 3.4
COc1ccc(-c2c(-c3cc(OC)cc(OC)c3)n(C)c3ccc(-c4cnc(OC)nc4)cc23)cc1 | -7.2 | -0.1 | -0.4 | -2.6 | 3.2 | -11.6 | 94.0 | -0.8 | -2.3 | -6.9
O=C(CN1C(=O)CCSc2ccc(S(=O)(=O)N3CCCC3)cc21)Nc1ccccc1Cl | 0.1 | -12.0 | -0.1 | -8.9 | 5.2 | -2.6 | 98.0 | -2.9 | -4.6 | 1.7
Cc1cnc(C(=O)OCC(=O)NC2CCCCCCC2)cn1 | ? | 1.7 | 14.1 | 0.0 | 0.6 | -13.6 | 92.0 | 2.6 | 4.9 | 5.6

Entries from the list above with a Cl atom (five):
SMILES | N-glyco inh | ABHD5 PLIN5 PPI | MC4R antag cAMP | Exocytosis inh | HTR2A ag | CaV13 FRET inh | ABCB6 inh 2 | MC4R barr agon | PDI turbidity | Cardio protect
COc1ccc(N2CCN(CCCNC(=O)c3ccc(CS(=O)(=O)c4ccc(Cl)cc4)o3)CC2)cc1 | -6.0 | -2.8 | 2.8 | 0.0 | -14.5 | -2.1 | 99.0 | -3.0 | 9.2 | 3.0
O=C(N/N=C/c1ccco1)c1cccc(NC(=O)c2cccc(Cl)c2)c1 | -0.4 | 10.3 | -2.1 | 9.6 | -5.1 | -1.0 | 104.0 | 3.0 | -1.4 | 15.1
Cn1c(/C(C#N)=C(\O)c2ccc(Cl)s2)nc2ccccc21 | 0.8 | -6.7 | 6.3 | 1.1 | 0.5 | -17.6 | 99.0 | -1.9 | -4.4 | 0.8
Cc1cc(=O)n2nc(N3CCC(C(=O)NCc4cccc(Cl)c4)CC3)sc2n1 | -0.8 | 5.2 | 4.6 | -0.8 | 6.1 | -7.4 | 100.0 | -1.2 | -16.6 | -7.1
O=C(CN1C(=O)CCSc2ccc(S(=O)(=O)N3CCCC3)cc21)Nc1ccccc1Cl | 0.1 | -12.0 | -0.1 | -8.9 | 5.2 | -2.6 | 98.0 | -2.9 | -4.6 | 1.7
